# D2 agonist = activates the human D2 dopamine receptor | HEK293 T-REx D2 cells, calcium flux agonist mode | AID 485358 | activation, % at 2 µM | 340,000 compounds, 0.53% hits;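 active = activation over 3 SD above normal in the single-dose calcium agonist read, cut at about 30% in these data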; note: 0% is about no effect
#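 In this primary screen, compounds producing a positive calcium signal within 180 s of addition to tetracycline-induced, force-coupled HEK293 Trex D2 cells are flagged; cells are dye-loaded with a no-wash calcium kit beforehand.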
# D2 antag = antagonists of human D2 dopamine receptor; P14416; HEK293 TREx D2 cells, calcium flux, dopamine EC80; inhibition, % at 10 µM; 340,000 compounds, 2% hits; AID 485344; in the data active = inhibition above about 30%; note: 0% is about no effect
#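 Tetracycline-induced HEK293 TREx cells expressing D2 receptor forced-coupled to calcium signalling, loaded with no-wash calcium dye. Compounds added and calcium flux read 180 s, then dopamine added at EC80 and read a further 180 s.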
# TrxR1 inh = blocks rat thioredoxin reductase 1 | 390,000 compounds, 1% hits | AID 588453 | O89049 | recombinant rTrxR1, NADPH fluorescence consumption, selenite substrate | Potency, µM (top dose mostly 114 µM), for inactives: at the highest dose activity change, negative = inhibition, most hits filed as inhibitors; note: potency is the fitted concentration of half-maximal effect; % is set by controls: 0 for no effect and ±100 for the full control effect; nearly all actives have a fitted effect of over 65% in size
#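 Rat TrxR1 (90 nM in the dispensed reagent) was pre-reduced with 400 uM NADPH for 5 min at room temperature, then incubated with compound for 15 min. After 400 uM selenite was added, NADPH fluorescence (Ex 340/Em 450 nm) was followed for 8 min.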
# mIDH1 inhibitor = inhibitors of human mutant IDH1 R132H; O75874; IDH1-R132H enzyme, NADPH consumption, diaphorase/resazurin fluorescence; Potency, µM (titrated, usually from 76.6 µM), for inactives: top-dose activity change, negative = inhibition, hits mostly inhibitors; 390,000 compounds, 0.093% hits; AID 602179; note: potency is the fitted concentration of half-maximal effect; % is set by controls: 0 for no effect and ±100 for the full control effect; nearly all actives have a fitted effect of over 65% in size
# Target sequence (O75874 whole entry R132H, stated change not applied): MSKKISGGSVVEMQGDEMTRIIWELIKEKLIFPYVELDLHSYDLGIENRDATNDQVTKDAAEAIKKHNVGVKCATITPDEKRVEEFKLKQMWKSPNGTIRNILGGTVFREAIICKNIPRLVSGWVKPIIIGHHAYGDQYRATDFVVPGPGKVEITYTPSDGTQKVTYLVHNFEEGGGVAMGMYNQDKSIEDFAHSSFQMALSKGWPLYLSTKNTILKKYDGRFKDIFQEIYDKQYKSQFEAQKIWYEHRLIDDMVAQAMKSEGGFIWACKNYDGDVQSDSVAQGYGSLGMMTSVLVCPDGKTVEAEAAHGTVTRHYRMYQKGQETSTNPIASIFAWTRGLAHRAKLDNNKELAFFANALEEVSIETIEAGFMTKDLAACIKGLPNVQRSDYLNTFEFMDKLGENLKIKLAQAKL
#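 IDH1-R132H (0.5 ug/mL dispensed) in pH 7.5 Tris buffer was preincubated 30 min with compound, then given a substrate mix of 0.016 mM NADPH and 2 mM alpha-KG for 80 min at room temperature; remaining NADPH was read by diaphorase/resazurin fluorescence.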
# USP1-UAF1 inh = blocks the human USP1/UAF1 deubiquitinase complex; O94782; 390,000 compounds, 0.23% hits; Potency, µM (highest dose often 57.1 µM), without a hit: at the top dose activity change, negative = inhibition, most hits filed as inhibitors; recombinant USP1/UAF1, Ub-Rhodamine cleavage fluorescence; note: potency is the fitted concentration of half-maximal effect; % is set by controls: 0 for no effect and ±100 for the full control effect; nearly all actives have a fitted effect of over 60% in size; inactives centre near -12
#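 High-throughput fluorogenic screen: 1nM USP1/UAF1 complex, Ub-Rho substrate 150nM final, 50mM HEPES pH 7.8 with 0.5mM EDTA, 0.1 mg/ml BSA, 1mM TCEP and 0.01% Tween-20.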
# TRHR enhancer = allosteric enhancers of human TRH receptor; 360,000 compounds, 0.66% hits; enhancement, % at 2 µM; P34981; TRHR cells, fluo-8 calcium fluorescence, EC20 TRH enhancement; in the data active = enhancement above about 30%; note: 0% is about no effect
#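 Enhancer read-out: after compound pinning and an initial kinetic agonist-mode read, an EC20 of TRH (10 nM final) was injected and fluo-8 calcium signal (Ex 480/Em 530) followed at 1 s/cycle for 100 cycles in TRHR-expressing cells.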
# TrxR1 substrate = substrates of rat thioredoxin reductase 1; purified TrxR1 substrate turnover, NADPH consumption readout; Potency, µM (titrated, usually from 114 µM), for the others: top-dose activity change, negative = substrate turnover; 390,000 compounds, 0.01% hits; AID 588456; note: potency is the fitted concentration of half-maximal effect; % is set by controls: 0 for no effect and ±100 for the full control effect; nearly all actives have a fitted effect of over 50% in size
#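 Rat TrxR1, dispensed at 90 nM, was prereduced with 400 uM NADPH (final) for 5 min at ~22 deg C, then incubated with compound 15 min before 400 uM selenite. A first-read NADPH fluorescence drop versus no-compound background flagged substrates.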
# PI4K2A block = blocks human PI4K2A kinase activity | Q9BTU6 | purified PI4K2A, ADP-Glo luminescence, 1 h; active compounds read low | activity change, negative = inhibition, % at 76.9 µM | 420,000 compounds, 0.13% hits | AID 1346378; in the data active = activity change below about -50%; inconclusive = mostly about -30% to -49%;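 note: -100% = wells without enzyme as full effect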
# Target sequence (Q9BTU6 whole entry, looked up): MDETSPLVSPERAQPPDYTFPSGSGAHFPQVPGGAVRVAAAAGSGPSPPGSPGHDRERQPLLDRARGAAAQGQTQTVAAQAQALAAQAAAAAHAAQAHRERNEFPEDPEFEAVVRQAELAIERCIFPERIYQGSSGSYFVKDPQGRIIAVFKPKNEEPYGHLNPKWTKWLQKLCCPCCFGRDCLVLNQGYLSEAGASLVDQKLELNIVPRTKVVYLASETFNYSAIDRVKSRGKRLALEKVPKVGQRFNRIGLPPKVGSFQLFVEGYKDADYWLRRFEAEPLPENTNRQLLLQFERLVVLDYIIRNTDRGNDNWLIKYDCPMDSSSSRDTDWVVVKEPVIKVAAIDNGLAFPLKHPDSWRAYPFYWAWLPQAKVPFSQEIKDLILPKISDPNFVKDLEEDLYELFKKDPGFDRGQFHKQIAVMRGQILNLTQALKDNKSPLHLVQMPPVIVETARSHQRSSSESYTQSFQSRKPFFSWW
#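 In this quantitative HTS, ADP production by PI4K2A was quantified luminescently after 1 h at ambient temperature; 100 microM adenosine served as plate-quality control.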
# TRHR ag = agonists of human TRH receptor; AID 493084; activation, % at 2 µM; TRHR cells, calcium flux fluo-8, FDSS agonist mode; 360,000 compounds, 0.18% hits; in the data active = activation above about 30%; note: 0% is about no effect
#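 TRHR-expressing cells loaded with fluo-8 calcium dye; 23 nL library compound pin-transferred, kinetic FDSS fluorescence (Ex 480/Em 530) recorded about 180 s for agonist-induced calcium release, before a 10 nM TRH EC20 addition for potentiator mode.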
# Starred values were filed as active, the others as inactive; ? = inconclusive; / = no result given; [ ] = another dose, or the depositor's remark. Unless noted, calls come from the whole dose curve; as a rule, active = well fitted inhibition curve with a large enough effect; inconclusive = small, poorly fitted or top-dose-only effect; inactive = no such curve, though single readings can be large or run the other way.
SMILES,D2 agonist,D2 antag,TrxR1 inh,mIDH1 inhibitor,USP1-UAF1 inh,TRHR enhancer,TrxR1 substrate,PI4K2A block,TRHR ag
COc1cc(OC)c(/C=N/NC(=O)c2ccncc2)c(OC)c1,0.7,12,3%[57.1 µM],-2%,-8%,2,-2%[57.1 µM],-4,0.1
Cc1ccc(/C=C2\CC(C)CC3=C2NC(=S)NC3c2ccc(C)cc2)cc1 (configuration not stated),-0.4,2,-14%,-12%,-23%,-10,-5%[0.0914 µM],-3,-1.0
CCn1cc(C(=O)N2CCN(c3cccc(C)c3C)CC2)c(=O)c2ccc(C)nc21,-1.0,-3,-5%,6%,-15%,6,-1%,-1,-0.9
CCOC(=O)/C(C#N)=C1\C=CN(C)C(C)=N1,0.0,1,-12%,13%,-11%,-4,-18%,2,0.4
COc1ccc(NC(=O)NNC(=O)c2ccccc2-n2cccc2)cc1OC,/,/,0%,1%,-15%,8,7%,11,0.2
CCc1ccc(C(=O)NCc2ccc(Cl)cc2Cl)cc1,-0.1,-15,13%,7%,-17%,6,2%,-1,-0.5
CCOc1ccc(NC(=O)CN(C)CC(=O)Nc2cc(Cl)ccc2C#N)cc1OCC,/,/,-1%,-5%,-3%,-4,-9%,10,-0.5
CSc1cccc(NC(=O)CC2Oc3ccccc3NC2=O)c1 (configuration not stated),1.4,12,13%,-4%,-3%,-1,-2%,-6,0.7
O=C(CCS(=O)(=O)c1cccc2nsnc12)NCc1ccccc1Cl,-0.3,-1,-23%[57.1 µM],7%,3%,0,-3%[57.1 µM],6,-0.2
COCc1ccc(C(=O)N2CCC(CCC(=O)Nc3cccc(C)c3)CC2)s1,-0.8,-5,10%,-6%,-19%,18,1%,-4,0.8
COC(=O)c1ccccc1NC(=O)c1cn2c3c(ccc(Cl)c3c1=O)OC(C)C2 (configuration not stated),/,/,7%,-18%,-3%,22,-8%,-3,0.7
CCOC(=O)C1=C(N)OC2=C(C(=O)CCC2)C1c1ccccc1OCC (configuration not stated),/,/,-9%,0%,-9%,-4,0%,-1,0.1
CC1(NC(=O)Cc2c(Cl)cccc2Cl)CCS(=O)(=O)C1 (configuration not stated),0.6,1,8%,-7%,-17%,2,3%,-2,0.1
CNC(=O)CC12CC3CC(CC(C3)C1)C2,-0.4,8,19%,6%,-19%,-11,12%,1,1.7
Oc1ccc(-c2csc(Nc3ccccn3)n2)cc1,0.0,9,19%,-7%,-31%,-5,4%,-4,0.0
Oc1ccccc1C1OCC2(CO1)COC(c1ccccc1O)OC2 (configuration not stated),0.9,-28,-1%,6%,-15%,17,-4%,-1,0.8
COc1cc2oc3cc(C#Cc4ccc(N)cc4)ccc3c(=O)c2cc1OC,/,/,-5%,5%,3%,/,1%,2,/
Cc1cc(-c2ccc(C)c(S(=O)(=O)Nc3ccccc3C(F)(F)F)c2)on1,0.0,/,5%[57.1 µM],-2%,-24%,0,-5%[57.1 µM],2,-0.9
Cc1cccc(N(CC(=O)NCC2CCCO2)C(=O)CNS(=O)(=O)c2ccc(Cl)cc2)c1 (configuration not stated),-0.9,-2,6%[57.1 µM],12%,-6%,-2,7%[0.0914 µM],0,-0.4
CCS(=O)(=O)Nc1cccc(C(=O)CC2(O)C(=O)Nc3ccccc32)c1 (configuration not stated),2.2,-5,11%[57.1 µM],6%,-6%,7,10%[57.1 µM],6,0.6

# Single records, as listed above. Order of screens: D2 agonist | D2 antag | TrxR1 inh | mIDH1 inhibitor | USP1-UAF1 inh | TRHR enhancer | TrxR1 substrate | PI4K2A block | TRHR ag
# Cc1cc(-c2ccc(C)c(S(=O)(=O)Nc3ccccc3C(F)(F)F)c2)on1 in the list: 0.0 | / | 5%[57.1 µM] | -2% | -24% | 0 | -5%[57.1 µM] | 2 | -0.9
# COc1cc(OC)c(/C=N/NC(=O)c2ccncc2)c(OC)c1 in the list: 0.7 | 12 | 3%[57.1 µM] | -2% | -8% | 2 | -2%[57.1 µM] | -4 | 0.1

# Nothing new here: entries from further up.
SMILES,D2 agonist,D2 antag,TrxR1 inh,mIDH1 inhibitor,USP1-UAF1 inh,TRHR enhancer,TrxR1 substrate,PI4K2A block,TRHR ag
CCOC(=O)C1=C(N)OC2=C(C(=O)CCC2)C1c1ccccc1OCC (configuration not stated),/,/,-9%,0%,-9%,-4,0%,-1,0.1
CC1(NC(=O)Cc2c(Cl)cccc2Cl)CCS(=O)(=O)C1 (configuration not stated),0.6,1,8%,-7%,-17%,2,3%,-2,0.1
CNC(=O)CC12CC3CC(CC(C3)C1)C2,-0.4,8,19%,6%,-19%,-11,12%,1,1.7
Oc1ccc(-c2csc(Nc3ccccn3)n2)cc1,0.0,9,19%,-7%,-31%,-5,4%,-4,0.0
Oc1ccccc1C1OCC2(CO1)COC(c1ccccc1O)OC2 (configuration not stated),0.9,-28,-1%,6%,-15%,17,-4%,-1,0.8
COc1cc2oc3cc(C#Cc4ccc(N)cc4)ccc3c(=O)c2cc1OC,/,/,-5%,5%,3%,/,1%,2,/
Cc1cc(-c2ccc(C)c(S(=O)(=O)Nc3ccccc3C(F)(F)F)c2)on1,0.0,/,5%[57.1 µM],-2%,-24%,0,-5%[57.1 µM],2,-0.9

# Additional records follow:
SMILES,D2 agonist,D2 antag,TrxR1 inh,mIDH1 inhibitor,USP1-UAF1 inh,TRHR enhancer,TrxR1 substrate,PI4K2A block,TRHR ag
CCCC(=O)O[C@@H]1C[C@@H](C)N(C(=O)c2ccccc2)c2ccc(C)cc21,-2.4,-2,14%[57.1 µM],1%,-13%,-8,8%[57.1 µM],6,-0.8
COc1ccc(N/C(N)=N/c2nc(CSc3nnc(C)s3)cc(=O)[nH]2)cc1,1.0,3,28%[57.1 µM],1%,3%,0,8%[57.1 µM],-7,0.3
COc1ccc(N2Nc3n[nH]c(N)c3N2)cc1,0.1,11,-2%,6%,-11%,-5,-6%,4,-0.2
CCN1CCN(c2ccc(S(=O)(=O)N3CCCCC3)cc2NC(=O)Cc2c(Cl)cccc2Cl)CC1,-0.8,-9,/,/,/,-2,/,/,-0.7
COc1ccc(C(=O)O)cc1S(=O)(=O)N1CCN(Cc2ccc3c(c2)OCO3)CC1,/,/,18%,4%,-3%,/,1%,4,/
O=S(=O)(c1cc(Cl)ccc1Cl)N1CCCC1,-0.4,17,12%[57.1 µM],2%,0%,9,7%[57.1 µM],6,-0.6
CSCC[C@H](NC(=O)OC(C)(C)C)c1nnc(SCC(=O)Nc2c(C)cccc2C)o1,0.6,8,1%[57.1 µM],6%,-21%,-1,-10%[57.1 µM],0,-0.1
CC(/C=N/n1c(C2CCCCC2)n[nH]c1=S)=C\c1ccccc1,-0.2,-5,-29%,1%,?,-8,-11%,-1,-0.9
O=C1OC(c2ccccc2)=N/C1=C/c1cccc(OC(=O)c2cccs2)c1,/,/,-13%,1%,-16%,/,3%,1,/
O=C(Cn1c(=O)oc2ccccc21)Nc1ccc(C(=O)O)cc1,0.3,/,28%,20%,-7%,6,8%,1,1.5
C1CCC(OCCN2CCN(CCOC3CCCCC3)CC2)CC1,0.1,-40,15%,-4%,-21%,-2,8%,2,0.5
O=C(NC1CC1)c1ccc(COc2ccc(F)cc2)o1,0.2,4,-14%,2%,-17%,1,-4%,-4,-0.1
NS(=O)(=O)c1cc(C(=O)OCC(=O)Nc2ccccc2[N+](=O)[O-])ccc1Cl,0.6,-2,-2%[57.1 µM],-1%,5%,11,3%[57.1 µM],-4,-0.9
N#CC1(NC(=O)CSc2nnc(COc3ccccc3F)n2N)CCCCC1,0.1,0,12%,-2%,12%,2,-7%[57.1 µM],1,-0.5
Cn1c2c(c(=O)n(C)c1=O)C(C(F)(F)F)(C(F)(F)F)N=C(c1ccc(Cl)cc1)N2,5.4,1,-13%,-1%,-6%,-2,-8%,-5,5.8
Cc1c(-c2nn(C)c(=O)c3ccccc23)oc2ccc(F)cc2c1=O,0.5,8,1%,4%,?,29,-3%,5,-1.3
Cc1ccc(C(=O)C[n+]2ccc3ccccc3c2)cc1,0.5,-3,-3%,2%,-7%,1,4%,1,1.7
C=CCSc1nc(-c2ccccc2)c2cc(Cl)ccc2n1,0.6,-6,24%[57.1 µM],2%,-27%,-2,17%[57.1 µM],-1,0.3
O=C(/C=C/c1ccccc1)OCC(=O)N1CCN(c2ccccc2)CC1,-1.1,-8,-7%,2%,-20%,-2,-9%,1,-0.7
COC(=O)CCCNC(=O)CCc1nnc(-c2ccc(-c3ccccc3)cc2)o1,/,/,12%,-3%,-22%,/,2%,-2,/
O=C(CS(=O)CC(=O)N(CC(=O)NC1CCCC1)c1ccc2c(c1)OCCO2)Nc1ccc(F)cc1 (configuration not stated),-0.1,1,-2%,-2%,-26%,-2,-5%,5,-0.5
CCOC(=O)C1=C(CC)Nc2ccccc2N=C1NC(=O)Nc1ccccc1OC,-0.8,51*,16%,1%,-8%,-1,1%,-8,-0.8
COc1ccc(C2CC(c3ccc(Br)cc3)=NN2C(=O)CN2CCCC2)cc1 (configuration not stated),0.7,-2,21%[57.1 µM],-2%,-21%,-12,6%[57.1 µM],-1,0.5
c1ccc(N2CCN(CC3CCCCC3)CC2)cc1,71*,68*,25%,10%,-16%,4,6%,0,-0.8

# High-throughput results (PubChem BioAssay)
